PTHR1 ag – agonists of human PTHR1 parathyroid hormone receptor. Q03431. HEK293 GP2 PTHR1 cells, GloSensor cAMP luminescence, 1 h. Potency, µM (highest dose often 115 µM), for the others: at the highest dose activation, most hits filed as activators. 0.075% of 410,000 active; note: potency is the fitted concentration of half-maximal effect; nearly all actives have a fitted effect of over 55% in size; some results filed as inactive show a strong effect at the top dose; inactives centre near -15; many of its hits are not listed in these tables
Target sequence (Q03431 whole entry, looked up): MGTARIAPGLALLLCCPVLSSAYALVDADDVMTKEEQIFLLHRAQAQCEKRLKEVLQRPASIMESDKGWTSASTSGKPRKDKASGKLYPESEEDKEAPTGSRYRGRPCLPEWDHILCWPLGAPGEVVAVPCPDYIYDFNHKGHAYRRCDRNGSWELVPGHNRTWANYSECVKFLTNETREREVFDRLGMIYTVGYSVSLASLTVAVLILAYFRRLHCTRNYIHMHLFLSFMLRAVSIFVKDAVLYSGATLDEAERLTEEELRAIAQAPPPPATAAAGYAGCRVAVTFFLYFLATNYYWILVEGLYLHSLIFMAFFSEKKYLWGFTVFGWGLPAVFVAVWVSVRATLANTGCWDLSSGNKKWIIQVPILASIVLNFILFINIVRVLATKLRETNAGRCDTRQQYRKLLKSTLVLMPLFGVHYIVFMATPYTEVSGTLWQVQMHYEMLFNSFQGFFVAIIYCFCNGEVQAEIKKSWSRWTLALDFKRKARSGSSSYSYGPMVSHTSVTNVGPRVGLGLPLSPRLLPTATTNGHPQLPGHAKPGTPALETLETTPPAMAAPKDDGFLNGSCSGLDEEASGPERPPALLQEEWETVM
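HEK-293-derived GP2 cells expressing PTHR1 and a GloSensor cAMP reporter, 3,000/well, plated overnight, given luciferin plus IBMX (each 0.5 mM as added) for 1 h at 37 °C, then compound for 1 h at 37 °C. Luminescence was read after 15 min at room temperature.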
Abeta yeast res – A-beta toxicity reversal in yeast. yeast expressing A-beta42, growth rescue, OD600, 48 h; response scale: 0% DMSO, 100% iron-clioquinol control. Potency, µM (highest dose often 46.1 µM), without a hit: top-dose growth rescue, most hits filed as activators. 0.063% of 410,000 active. AID 1347071; note: potency is the fitted concentration of half-maximal effect; nearly all actives have a fitted effect of over 55% in size
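Yeast growth medium received pinned compounds, then yeast cells expressing toxic A-beta were added; plates incubated at 30 C for 48 hr. Growth read as absorbance at 600 nm, normalized to DMSO and equimolar FeCl3 plus clioquinol controls.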
DRD3 antagonist – antagonists of human D3 dopamine receptor; P35462; D3R cells, DiscoveRx beta-arrestin luminescence, antagonist mode; active compounds read low; max response, negative = inhibition, %; 2.5% of 360,000 active; AID 652054; in the data active = max response below about -50%; inconclusive = no clear call, values can overlap the other calls; note: % is set by controls: 0 for no effect and ±100 for the full control effect; mostly tested at two doses, the higher about 12 µM
Target sequence (P35462 whole entry, looked up): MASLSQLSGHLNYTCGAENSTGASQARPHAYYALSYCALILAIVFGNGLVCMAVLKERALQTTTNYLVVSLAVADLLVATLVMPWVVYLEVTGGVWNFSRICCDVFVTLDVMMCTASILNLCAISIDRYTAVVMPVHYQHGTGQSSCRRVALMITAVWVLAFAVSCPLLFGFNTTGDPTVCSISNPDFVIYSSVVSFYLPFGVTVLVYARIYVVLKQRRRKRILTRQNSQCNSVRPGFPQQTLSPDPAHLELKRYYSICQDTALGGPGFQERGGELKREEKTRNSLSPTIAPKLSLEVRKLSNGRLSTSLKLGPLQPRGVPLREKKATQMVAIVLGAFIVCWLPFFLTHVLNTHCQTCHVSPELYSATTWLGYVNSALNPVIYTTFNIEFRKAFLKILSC
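Cells plated overnight at 1500 cells/well, then exposed to library compounds with dopamine controls for 90 minutes at 37 degrees C. DiscoveRx reagent added for 30–60 minutes at room temperature; luminescence read, quantitative HTS format.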
GLP-1R agonist – activates the human GLP-1 receptor. P43220. HEK293 GLP-1R CRE-luciferase, luminescence, 4-6 h; cells express a hypersensitive GLP-1R form. Potency, µM (series often up to 45.6 µM), without a hit: at the top dose activation, actives largely listed as activators. 0.007% of 380,000 active. AID 624172; note: potency is the fitted concentration of half-maximal effect; % of control where 0% means no effect
pAkt inh – Akt phosphorylation inhibition; 0.32% of 360,000 active; activity change, % for hits at 50 µM; Neuro2A IGF-stimulated pAkt S473 HTRF, 20 min; active compounds read low; in the data active = activity change below about -80%; inconclusive = mostly about -51% to -80%; note: % is set by controls: 0 for no effect and ±100 for the full control effect
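Single-point screen (50 µM final compound) in Neuro2A cells stimulated 20 min with 6 nM IGF at 37 deg C. After lysis, Ser473-phosphorylated Akt read by HTRF (ex 330 nm, em 615/665 nm) as the 665/615 ratio.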
GLP-1R inv ag – acts as inverse agonist at human GLP-1 receptor. P43220. 1.6% of 410,000 active. Potency, µM (titrated, usually from 38.3 µM), inactives show at the highest dose activity change, negative = inhibition, usual class: inhibitors. HEK293 GLP-1R CRE-luciferase, luminescence, 24 h; GLP-1R form is constitutively active; note: potency is the fitted concentration of half-maximal effect; % is set by controls: 0 for no effect and ±100 for the full control effect; nearly all actives have a fitted effect of over 55% in size
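Luminescence readout: a drop in cAMP-driven luciferase signal flags inverse agonism at a constitutively active GLP-1R stably expressed in HEK293. Compound exposure lasted 24 hr at 37 deg C, 5% CO2.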
FUS yeast rescue – rescues growth of FUS-expressing yeast; S. cerevisiae FUS-expressing, growth rescue, OD600, 24 h; Potency, µM (titrated, usually from 76.6 µM), for the others: at the top dose growth rescue (activation), most hits filed as activators; 0.24% of 390,000 active; AID 1347120;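 note: potency is the fitted concentration of half-maximal effect; plate controls were DMSO vehicle for no effect and reference control for full effect; nearly all actives have a fitted effect of over 55% in size; some results filed as inactive show a strong effect at the top dose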
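Cultures pregrown in 2.5% raffinose medium are shifted to minimal medium containing 2% galactose to express toxic FUS. Compounds are tested at several concentrations. After 24hr at 30C, growth is quantified at 600 nm absorbance.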
TDP-43 yeast inh – inhibitors of TDP-43 toxicity in yeast; Potency, µM (highest dose often 46.1 µM), for inactives: top-dose growth rescue (activation), usual class: activators; 1.8% of 410,000 active; TDP-43 expressing yeast growth rescue, BacTiter-Glo, 24 h; note: potency is the fitted concentration of half-maximal effect; % of control where 0% means no effect; nearly all actives have a fitted effect of over 50% in size
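Yeast expressing TDP-43 (pregrown in raffinose, seeded at OD600=0.02 in galactose medium) exposed to compounds 24 hr at 30 deg C. Growth read by BacTiter-Glo luminescence; rescue of toxicity appears as increased signal.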
aSyn yeast inh – rescues yeast growth from alpha-synuclein toxicity; 0.14% of 370,000 active; AID 652106; Potency, µM (titrated, usually from 46.1 µM), for the others: at the top dose growth rescue (activation), usual class: activators; Yeast expressing alpha-synuclein, growth rescue, BacTiter-Glo, 24 h; note: potency is the fitted concentration of half-maximal effect; % of control where 0% means no effect; nearly all actives have a fitted effect of over 65% in size
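Rescue of yeast growth: cells expressing toxic alpha-synuclein, induced in galactose at OD600 0.02, incubated with compound 24 h at 30 C. ATP luminescence quantified growth; inhibitors of toxicity appear as activators.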
* = called active by the depositor; i = inactive; ? = inconclusive; / = not tested or not shown; & = joins results of further samples; [ ] = remark or other dose. Unless noted, calls come from the whole dose curve; as a rule, active = well fitted curve in the direction sought with a large enough effect; inconclusive = small, poorly fitted or top-dose-only effect, or another doubt; inactive = no such curve, though single readings can be large; an effect the other way counts as inactive or inconclusive.

SMILES	PTHR1 ag	Abeta yeast res	DRD3 antagonist	GLP-1R agonist	pAkt inh	GLP-1R inv ag	FUS yeast rescue	TDP-43 yeast inh	aSyn yeast inh
CC1(C)OC(=O)C2=C(C[C@@H](CCc3ccccc3)O[C@@H]2c2ccc(Cl)cc2)O1	-15%	-43%[inhibitor]	-10	-4%	i	?	30%	14%	21%
N#C/C(=C\c1c[nH]c2ccccc12)C(N)=O	-25%	7%	9	2%	i	16%	-32%	3%	0%
O=[N+]([O-])c1cccc(-c2nnc3ccc4ccccc4n23)c1	i	4%	-20	-6%	i	30%[activator]	-10%	-9%	-10%
COc1ccc(Cc2nnc(NS(=O)(=O)c3ccc([N+](=O)[O-])cc3)s2)cc1	-14%	30%	-8	-1%	i	-28%	?	-10%	-9%
COc1ccccc1CN(C)CC(=O)Nc1cccc(S(=O)(=O)N2CCCCC2)c1	-25%	19%	26	2%	i	?	3%	3.2µM*	1%
Cc1ccc2c(c1)cc(C(=O)N[C@@H](Cc1ccccc1)C(=O)O)n2C	i	-6%	-1	6%	i	0%	6%	-49%[inhibitor]	3%
CC(=O)NCCNc1nc2c(-c3ccc(C)cc3)nnn2c2ccccc12	-1%	6%	/	0%	/	6%	-7%	1%	/
Cc1ccc(C2C(C#N)=C(N)Oc3c2c(=O)n(C)c(=O)n3C)cc1 (stereo unspecified)	i	4%	-4	1%	i	3%	23%	-4%	2%
COc1ccc(S(N)(=O)=O)cc1C(=O)NCC(C)(C)N1CCCCC1	-22%	3%	2	-1%	i	4%	10%	-3%	-5%
O=C(CSc1nnc(-c2ccc(O)cc2)n1Cc1ccco1)c1cccs1	i	4%	20	-8%	i	3%	29%	0%	0%
Cc1ccccc1OCC(=O)Nc1ccc([N+](=O)[O-])cc1	?	-2%	-1	-2%	i	-13%	31%	-29%	-6%
CCCC(=O)Nc1ccc(S(=O)(=O)Nc2cc(C)nc(C)n2)cc1	i	-3%	-11	-3%	i	4%	4%	7%	1%
CCOc1ccc(NC(=O)c2cccc3c2C(=O)N(Cc2cccnc2)C3)cc1	-5%	-11%	4	-1%	i	74%[activator]	41%	-2%	7%
COc1ccc(CNC(=O)c2ccc(Cl)c(S(=O)(=O)N3CCCCCC3)c2)cc1	-33%[inhibitor]	3%	1	6%	i	10µM*	5%	18%	-6%
Cc1ccc(SCC(=O)Nc2cc(S(=O)(=O)N3CCCCC3)ccc2C)cc1	-31%[inhibitor]	8%	1	0%	i	?	17%	30%	-9%
CCc1ccc(N(C(=O)c2snc(C(N)=O)c2N)C(C(=O)NC2CCCC2)c2ccco2)cc1 (stereo unspecified)	-5%	-3%	-15	12%	i	?	35%	-5%	5%
Cc1ccc(S(=O)(=O)N2[C@@H](c3ccc(Br)cc3)C(C(=O)O)=CC[C@H]2c2ccc(Cl)c(Cl)c2)cc1	i	-13%	-9	-5%	i	?	40%	23%	-27%
Cc1ccc(C(=O)N/C(=C\c2ccccc2)C(=O)NCCN2CCOCC2)cc1	i	-1%	-4	1%	i	8%	-19%	14%	2%
NC(=O)C1CCCN(C(=O)c2ccc(S(=O)(=O)N3CCCCCC3)cc2)C1 (stereo unspecified)	-31%	3%	11	-1%	i	17%	-8%	26%	3%
COc1ccccc1C(=O)Nc1ccc(N2CCN(S(C)(=O)=O)CC2)cc1	i	-2%	8	3%	i	0%	13%	8%	1%

Single records, as listed above.
COc1ccc(S(N)(=O)=O)cc1C(=O)NCC(C)(C)N1CCCCC1 is listed as PTHR1 ag: -22%; Abeta yeast res: 3%; DRD3 antagonist: 2; GLP-1R agonist: -1%; pAkt inh: i; GLP-1R inv ag: 4%; FUS yeast rescue: 10%; TDP-43 yeast inh: -3%; aSyn yeast inh: -5%
COc1ccc(Cc2nnc(NS(=O)(=O)c3ccc([N+](=O)[O-])cc3)s2)cc1 is listed as PTHR1 ag: -14%; Abeta yeast res: 30%; DRD3 antagonist: -8; GLP-1R agonist: -1%; pAkt inh: i; GLP-1R inv ag: -28%; FUS yeast rescue: ?; TDP-43 yeast inh: -10%; aSyn yeast inh: -9%

Further compounds:
SMILES	PTHR1 ag	Abeta yeast res	DRD3 antagonist	GLP-1R agonist	pAkt inh	GLP-1R inv ag	FUS yeast rescue	TDP-43 yeast inh	aSyn yeast inh
CC1CCN(S(=O)(=O)c2cccc(C(=O)Oc3ccc([N+](=O)[O-])cc3)c2)CC1	i	9%	3	0%	i	28%	/	12%	11%
COC(=O)Cc1c(O)ccn(CCc2c[nH]c3ccccc23)c1=O	-10%	-10%	2	3%	i	15%	-27%	8%	-1%
CCOC(=O)C1CCCN(C(=O)c2cc3c(=O)n4ccccc4nc3s2)C1 (stereo unspecified)	-20%	-15%	-18	2%	i	38%[activator]	9%	-18%	-4%
Cc1cc(=O)oc(C)c1C(=O)N[C@@H]1CCCCNC1=O	i	-22%	-18	9%	i	6%	12%	-3%	2%
Cn1c(C=O)c(C#CC(C)(C)O)c2ccccc21	-19%	5%	17	8%	i	-17%	15%	-30%[inhibitor]	10%
Cc1ccccc1C(=O)N1CCN(CCc2ccccn2)CC1	i	-7%	/	/	/	7%	-26%	21%	/
COc1ccc(C2=NS(=O)(=O)N(C)C(C(=O)NC(C)c3ccccc3)=C2)cc1OC (stereo unspecified)	i	-6%&4%	19	12%	i	7%&17%	?	1%&10%	-3%
COc1cc(OC)cc(C(=O)Nc2nnc(NC(=S)Nc3ccccc3)s2)c1	-11%	8%	-21	-6%	i	6%	17%	-2%	-5%
CCCCn1c(=O)n(CC(=O)Nc2ccc(C)c(Cl)c2)c(=O)c2c1ncn2Cc1ccco1	-3%	2%	-14	-4%	i	-3%	/	17%	7%
CC(=O)Nc1c(F)cc(Br)cc1F	-16%	-9%	7	0%	i	-24%	14%	-4%	-10%
COc1ccc(-n2c(SC(C)C(=O)Nc3ccc(NC(C)=O)cc3)nc3ccccc3c2=O)cc1OC (stereo unspecified)	i	-6%	2	11%	i	189%[activator]	?	-19%	7%
CCN1CCN(C(c2cccs2)C(C)NC(=O)CC(C)C)CC1 (stereo unspecified)	i	4%	13	-9%	i	0%	21%	-13%	4%
O=C(NCCCn1ccnc1)c1nn2c(C(F)(F)F)cc(-c3ccccc3)nc2c1Cl	i	-12%	-4	22%	i	?	10%	-20%	1%
CCOc1ccc(-n2c(N)c(-c3nc4ccccc4n3C)c3nc4ccccc4nc32)cc1	i	3%	-9	0%	i	5%	-18%	3%	-9%
Cn1cnc2nc(Cl)nc(Cl)c21	-10%	-41%[inhibitor]	-4	5%	i	69%[activator]	11%	-11%	-8%
Cc1cc(C(=O)OCC(=O)N2CCCCCC2)ccc1[N+](=O)[O-]	-12%	0%	-9	21%	i	8%	1%	-10%	0%[1.84 µM]
O=C(Nc1ccc2nccnc2c1)c1ccco1	i	-38%[inhibitor]	-8	-5%	i	14%	-6%	-32%[inhibitor]	0%
CCCCN1Cc2cc(C(=O)c3cc(F)ccc3O)cnc2NC1=O	i	-19%[9.22 µM]	-1	-11%	i	?	-12%	11%	-2%
COc1ccc2c(c1OC)C(=O)N1c3ccccc3N=C(c3ccc([N+](=O)[O-])cc3)CC21 (stereo unspecified)	-7%	9%	-10	-4%	i	14%	40%	9%	-6%
CCCc1ccc(C(=O)CCC(=O)O)cc1	i	-21%	-10	-6%	i	7%	-1%	22%	8%
CCn1cc(C(=O)NCc2ccc(Cl)cc2)c(=O)c2cc(S(=O)(=O)N3CCc4ccccc4C3)ccc21	i	-10%	/	-1%	/	11%	4%	3%	/
O=C1c2ccccc2C(=O)C12Cc1ccccc1N1CCN(c3ccccc3)CC12 (stereo unspecified)	i	-4%	-10	6%	i	7%	5%	-3%	0%
CC(C)Cn1cc(F)c(=O)n(CC(C)C)c1=O	-20%	-20%	-10	1%	i	9%	20%	-16%	-2%
Cc1ccc(N2C(=O)C3CCC(C)(C2=O)C3(C)C)cc1 (stereo unspecified)	i	19%	13	0%	i	7%	-29%	16%	2%
COc1ccc(S(=O)(=O)N2CCOC2CNC(=O)C(=O)NCc2ccccc2Cl)cc1 (stereo unspecified)	-34%[inhibitor]	0%	-18	8%	i	-6%	/	1%	-4%
Cc1ccc(C)c(C(=O)CCC(=O)NNC(=O)Cn2nc(C)cc2C)c1	i	-9%	0	5%	i	20%	-8%	-18%	-3%
O=C(O)CC/C(=N\NC(=O)c1ccc(F)cc1)c1ccc(Br)cc1	11%	-9%	-12	8%	i	7%	19%	-4%	13%
CCOC(=O)c1ccc(N2C(=O)c3[nH]nc(-c4ccc(OCC)cc4)c3C2c2ccc(OC)cc2OC)cc1 (stereo unspecified)	i	-11%	/	-4%	/	-10%	?	15%	/
O=C(CCc1nc(-c2ccc(Cl)cc2)no1)NCC1CCCO1 (stereo unspecified)	-21%	10%	-9	-1%	i	-10%	1%	19%	3%
COc1c2c(c(CCC(=O)O)c3c1C=CC(C)(C)O3)OC(C)(C)C=C2	-10%	-16%	-15	-4%	i	-8%	-6%	10%	0%
Cc1ccc(C)c(CN2C(=O)C3(OCCCO3)c3ccccc32)c1	i	-4%	-15	5%	i	-7%	33%	5%	-19%
CCc1ccc(Nc2cnn(C34CC5CC(CC(CC(=O)O)(C5)C3)C4)c(=O)c2Cl)cc1	-31%[inhibitor]	-4%	5	1%	i	-3%	?	-17%	8%
Cc1ccc(OCC(=O)N2N=C(c3cccnc3)CC2(O)C(F)(F)F)cc1C (stereo unspecified)	-28%	15%	14	15%	i	?	-6%	27%	13%
COC(=O)c1ccc(NC(=O)C(C)N2Cc3ccccc3C2=O)cc1 (stereo unspecified)	-2%	-23%	/	/	/	3%	-1%	6%	/

Screening results: PubChem BioAssay, National Center for Advancing Translational Sciences (NCATS)

A portion of the library, so the mix of outcomes need not match the whole.
